Bioassay records as filed in PubChem.
AI-2 QS modul – modulates the Vibrio harveyi AI-2 quorum sensing system; Vibrio harveyi JMH597 AI-2 luminescence/OD600 ratio, 9 h; stronger effect = lower value; strain lacks LuxN and CqsS sensors; 0 = neutral-control median; AID 2094; activity change, % at 7.5 µM; hit rate 0.4% among 300,000; in the data active means activity change below about -75%, passing the limit was not always enough;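 further: luminescence divided by OD600 gain over 9 h not by final OD600 alone; inactives centre near 13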
MrgX1 antagonist – antagonists of human MrgX1 receptor; Q96LB2; MRGX1-HEK293 calcium flux, Fluo-4, BAM8-22 antagonism; stronger effect = lower value; B-score at 10 µM; hit rate 1.3% among 310,000; AID 588676;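 active means calcium-response B-score plate-corrected more than 3 library SD below zero, starting fluorescence within 5 deviations, no agonist response on first addition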;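 further: peak minus trough fluorescence over baseline after final BAM8-22 challenge near maximal dose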
HIF act – HIF pathway transcriptional activation | U2OS HRE-luciferase reporter, luminescence; normalized: DMSO 0%, desferrioxamine 100% | activation, % at 7.5 µM (by protocol) | hit rate 0.32% among 300,000 | AID 1910;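 active means mean activation of at least 10% of the iron chelator positive control signal, with at least half of replicates also reaching 10%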
TRPC4 inh – TRPC4 (mouse) channel inhibition | hit rate 0.39% among 300,000 | HEK293 TRPC4beta/mu-opioid, DAMGO-evoked Fluo4 calcium flux; stronger effect = lower value | Q9QUQ5 | B-score at 10 µM | AID 2247;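 active means B-score over 3 SD under the library average, no early fluorescence shift, positive overall ratio signal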
Target sequence (Q9QUQ5 whole entry, looked up): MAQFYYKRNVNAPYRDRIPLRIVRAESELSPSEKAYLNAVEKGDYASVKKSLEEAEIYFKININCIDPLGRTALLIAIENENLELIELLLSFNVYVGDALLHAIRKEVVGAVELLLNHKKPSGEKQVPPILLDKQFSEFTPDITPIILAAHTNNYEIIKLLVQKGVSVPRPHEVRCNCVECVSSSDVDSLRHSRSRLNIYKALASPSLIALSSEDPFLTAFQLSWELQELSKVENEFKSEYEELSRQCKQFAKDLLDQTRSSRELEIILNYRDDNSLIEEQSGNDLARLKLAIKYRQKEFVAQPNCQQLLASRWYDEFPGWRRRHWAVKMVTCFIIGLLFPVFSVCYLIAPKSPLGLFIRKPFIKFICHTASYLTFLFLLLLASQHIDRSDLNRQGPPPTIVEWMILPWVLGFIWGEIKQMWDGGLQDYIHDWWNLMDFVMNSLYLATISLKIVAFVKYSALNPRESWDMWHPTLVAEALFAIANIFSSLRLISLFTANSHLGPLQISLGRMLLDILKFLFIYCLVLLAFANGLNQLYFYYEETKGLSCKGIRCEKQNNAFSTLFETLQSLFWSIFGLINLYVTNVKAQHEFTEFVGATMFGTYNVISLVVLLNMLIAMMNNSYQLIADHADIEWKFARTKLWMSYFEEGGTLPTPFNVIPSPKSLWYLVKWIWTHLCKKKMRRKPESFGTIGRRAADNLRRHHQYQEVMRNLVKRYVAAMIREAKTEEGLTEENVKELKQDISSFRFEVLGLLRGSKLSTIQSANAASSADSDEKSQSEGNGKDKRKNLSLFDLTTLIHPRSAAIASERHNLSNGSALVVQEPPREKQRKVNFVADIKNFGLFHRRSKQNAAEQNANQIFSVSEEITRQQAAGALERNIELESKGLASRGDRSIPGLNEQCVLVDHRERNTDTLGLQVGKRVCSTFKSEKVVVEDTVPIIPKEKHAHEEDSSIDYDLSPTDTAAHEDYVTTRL
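Assay system: Stable TRPC4beta/mu-opioid receptor HEK293 cells | Reagent: DAMGO in two steps, submaximal then maximal | Compound dosing: Single concentration per test compound | Signal: Fluo4 Ca2+ flux fluorescence | Evaluation: Per-well B score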
MrgX1 PAM – human MrgX1 positive allosteric modulation, primary screen | hit rate 0.63% among 310,000 | B-score at 10 µM | AID 588675 | MrgX1-HEK293, Fluo-4 calcium flux, FDSS; stronger effect = higher value | Q96LB2;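 active means plate-corrected calcium response at least 3 library SD above typical, normal starting fluorescence, not activating the receptor alone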;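 further: compound read alongside a low EC10 to EC30 dose of BAM8-22 agonist; peak minus trough fluorescence over baseline measured at the second addition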
TRPC4 act – opens the mouse TRPC4 cation channel. Q9QUQ5. AID 2237. B-score at 10 µM. hit rate 0.49% among 310,000. HEK293 TRPC4beta/mu-opioid, Fluo4 calcium fluorescence; stronger effect = higher value;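 active means B-score above 5 SD of library B-scores, and initial fluorescence ratio not above library mean plus 5 SD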;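 further: positive B-score marks a calcium rise read as TRPC4 activation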
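system = HEK293 cells stably co-expressing mouse TRPC4beta and mu-opioid receptor | schedule = Fluo4 dye loading 45 min at room temperature, 110 s recording | measure = B-scored integrated calcium fluorescence ratio | signal = Fluo4 calcium-sensitive dye fluorescence, kinetic, 1 Hz baseline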
TRPC6 activator – activators of mouse TRPC6 channel; B-score at 10 µM; HEK293-TRPC6 membrane potential dye fluorescence; stronger effect = higher value; hit rate 0.13% among 310,000; Q61143; AID 2550;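 active means B-score of the integrated fluorescence ratio above library mean plus 3 SD, and starting fluorescence ratio within library mean plus 5 SD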;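 further: higher score means more depolarization so channel activation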
MrgX1 agonist – activates human MrgX1 receptor signaling | Q96LB2 | MrgX1-HEK293 cells, Fluo-4 calcium fluorescence, agonist mode; stronger effect = higher value | B-score at 10 µM | hit rate 0.44% among 310,000 | AID 588627;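 active means calcium response B-score plate-corrected fluorescence ratio at least 3 library SD, with starting fluorescence B-score inside 5 SD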
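Test system: HEK293 cells stably expressing human MrgX1 receptor; Input: fifteen thousand cells per well; Dosing: compound delivered in addition one of three; Schedule: overnight seeding, then 1 h dark dye loading; Technique: Fluo-4 NW calcium fluorescence; Measure: B-scored fluorescence response ratio; Controls: positive and negative controls per plate.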
PolyA inh – blocks polyadenylation in yeast reporter cells. S. cerevisiae SKY197-pL101 polyadenylation reporter, beta-gal luminescence; efflux-impaired pdr1/pdr3 knockout yeast; score 100 = 6 SD above DMSO. hit rate 0.02% among 300,000. AID 1875. calls only at 12 µM;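 active means lowest replicate activity score at least 50, where 100 means six control SD above control mean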;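 further: yeast exposed to compound for 9 h at 30 °C; higher score means more reporter readthrough which indicates perturbed polyadenylation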
TRPC6 inh – mouse TRPC6 channel inhibition; Q61143; HEK293-TRPC6, membrane potential dye, ACh-evoked depolarization; stronger effect = lower value; B-score at 10 µM; hit rate 1.1% among 310,000; AID 2553;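 active means B-score under library mean minus 3 SD, initial fluorescence not abnormally high, positive integrated signal ratio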;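 further: B-score derived from integrated fluorescence ratio over the kinetic read; more negative B-score means stronger inhibition of depolarization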
TRPC4 potent – allosterically enhances the mouse TRPC4 cation channel; B-score at 10 µM; HEK293 TRPC4beta/mu-opioid, DAMGO EC20, Fluo-4 Ca2+ flux; stronger effect = higher value; Q9QUQ5; hit rate 0.42% among 310,000; AID 2227;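 active means B-score of calcium response area above 5 SD of library B-scores, with initial fluorescence ratio within 5 SD of library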;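 further: B-score of integrated fluorescence ratio over time as area under calcium response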
An asterisk follows results filed as active; i = inactive; . = not tested or not shown. Only part of the results is shown. The share of hits here may be higher or lower than overall.

(1) CN(C)C(=O)c1ccc(-n2cnc3ccccc3c2=O)cc1
(2) COc1ccc(-c2[nH]ncc2/C=C(\C#N)C(=O)NC2CC2)cc1
(3) CCc1nn2c(=O)cc(COc3ccc(/C=C4\C(=N)N5N=C(CC(C)C)SC5=NC4=O)cc3)nc2s1
(4) CC(C)(C)c1cc(N)n2nc(C(C)(C)C)cc2n1
(5) CC(=O)c1ccc(NC(=O)Oc2ccccc2)cc1
entry no.	1	2	3	4	5
AI-2 QS modul	9	9	22	7	-11
MrgX1 antagonist	i	i	i	i	i
HIF act	1.1	-2.4	-0.3	-0.7	1.8
TRPC4 inh	i	i	i	i	i
MrgX1 PAM	i	i	i	7.7*	i
TRPC4 act	i	i	i	i	i
TRPC6 activator	i	i	i	i	i
MrgX1 agonist	i	i	i	i	i
PolyA inh	i	i	i	.	i
TRPC6 inh	i	i	i	i	i
TRPC4 potent	i	i	i	i	i

(6) O=C(CC(c1ccc(F)cc1)c1ccco1)Nc1nccs1 (configuration not stated)
(7) Cc1ccc(/C=C/S(=O)(=O)NCc2ccc(F)cc2)cc1
(8) Cc1ccc(S(=O)(=O)NNC(=O)c2cnn(-c3ccccc3)c2C(F)(F)F)cc1
(9) CCCc1ccc(-c2cc(C(=O)N/N=C/c3ccc([N+](=O)[O-])o3)c3ccccc3n2)cc1
(10) Cc1ccc(S(=O)(=O)NCC2CCC(C(=O)NCc3cccnc3)CC2)cc1 (configuration not stated)
entry no.	6	7	8	9	10
AI-2 QS modul	.	16	14	53	32
MrgX1 antagonist	i	i	i	i	i
HIF act	-0.3	0.0	0.0	0.0	0.6
TRPC4 inh	i	i	i	i	i
MrgX1 PAM	i	i	i	i	i
TRPC4 act	i	i	i	i	i
TRPC6 activator	i	i	i	i	i
MrgX1 agonist	i	i	i	i	i
PolyA inh	i	i	i	i	i
TRPC6 inh	i	i	i	i	i
TRPC4 potent	i	i	i	i	i

(11) O=C(CSCc1cccc(F)c1)NCc1ccccc1
(12) COC(=O)Nc1ccc(OC)c(OC)c1
(13) O=C(COC(=O)c1ccccc1)Nc1cccc(S(=O)(=O)N2CCOCC2)c1
(14) Cc1nc(-c2cccc(NS(C)(=O)=O)c2)cs1
(15) CC(C)Oc1ccc(C(=O)NC2CCSc3ccccc32)cc1 (configuration not stated)
entry no.	11	12	13	14	15
AI-2 QS modul	-3	34	21	7	4
MrgX1 antagonist	i	i	i	i	i
HIF act	3.3	0.2	-0.1	0.1	1.0
TRPC4 inh	i	i	i	i	i
MrgX1 PAM	i	i	i	i	i
TRPC4 act	i	i	i	i	i
TRPC6 activator	i	i	i	i	i
MrgX1 agonist	i	i	i	i	i
PolyA inh	i	i	i	i	i
TRPC6 inh	i	i	i	i	i
TRPC4 potent	i	i	i	i	i

(16) O=C1N=c2ccccc2=C1c1sc(Nc2cccc(O)c2)nc1O
(17) CCc1ccc2nc3nc(C)cc(C)c3c(N)c2c1
(18) COc1ccc(/C=C/C2=CCN(Cc3ccc(OC)cc3)CC2)cc1
(19) O=c1cc(C(F)(F)F)nc(-n2[nH]c3c(c2=O)CCCC3)[nH]1
(20) COC(=O)c1c(NC(=O)c2ccc(N(C)S(=O)(=O)c3ccc(C)cc3)cc2)sc2c1CCCC2
entry no.	16	17	18	19	20
AI-2 QS modul	-2	13	14	29	23
MrgX1 antagonist	i	i	i	i	i
HIF act	2.0	0.9	-0.1	-0.1	-0.5
TRPC4 inh	i	-6*	i	i	i
MrgX1 PAM	i	i	i	i	i
TRPC4 act	i	i	i	i	i
TRPC6 activator	i	i	i	i	i
MrgX1 agonist	i	i	i	i	i
PolyA inh	i	i	i	i	i
TRPC6 inh	i	i	i	i	i
TRPC4 potent	i	i	i	i	i

(21) NC(=O)c1ccccc1NS(=O)(=O)c1cccs1
(22) COc1cc2[nH]c3c(N4CCC(C(N)=O)CC4)ncnc3c2cc1OC
(23) COc1ccc(C(=O)COC(=O)CNC(=O)c2cc(OC)cc(OC)c2)cc1
(24) CC(Oc1ccc(Cl)cc1Cl)c1nc(-c2ccc(NC(=O)c3ccco3)cc2)no1 (configuration not stated)
(25) CCCn1nnnc1NC(=O)c1ccc(C)cc1Cl
entry no.	21	22	23	24	25
AI-2 QS modul	51	14	10	18	32
MrgX1 antagonist	i	i	i	-5*	i
HIF act	-0.6	-0.2	0.2	3.5	0.2
TRPC4 inh	i	i	i	i	i
MrgX1 PAM	i	i	i	i	i
TRPC4 act	i	i	i	i	i
TRPC6 activator	i	i	i	i	i
MrgX1 agonist	i	i	i	i	i
PolyA inh	i	i	i	i	i
TRPC6 inh	i	i	i	i	i
TRPC4 potent	i	i	i	i	i

(26) Cc1ccnc(N2CCC(C(=O)Nc3ccc4c(c3)CCC4)CC2)n1
(27) O=C(O)CCCn1ccc2cc(S(=O)(=O)N3CCCC3)ccc21
(28) CN(C)CCNC(=O)C1CCN(S(=O)(=O)c2ccc3ccccc3c2)CC1
(29) O=C(CCSc1nc(-c2ccco2)cc(C(F)(F)F)n1)NCCc1ccccc1
(30) Cc1[nH]c2ccccc2c1C(c1ccncc1)N1CCN(c2ccccn2)CC1 (configuration not stated)
entry no.	26	27	28	29	30
AI-2 QS modul	21	38	-12	23	3
MrgX1 antagonist	i	i	i	i	i
HIF act	0.4	-0.2	1.1	0.9	-0.5
TRPC4 inh	i	i	i	i	i
MrgX1 PAM	i	i	i	i	i
TRPC4 act	i	i	i	i	49*
TRPC6 activator	i	i	i	i	i
MrgX1 agonist	i	i	i	i	i
PolyA inh	i	i	i	i	i
TRPC6 inh	i	i	i	i	i
TRPC4 potent	i	i	i	i	i

Arranged by formula weight (falling): some entries from above
(20) COC(=O)c1c(NC(=O)c2ccc(N(C)S(=O)(=O)c3ccc(C)cc3)cc2)sc2c1CCCC2
(24) CC(Oc1ccc(Cl)cc1Cl)c1nc(-c2ccc(NC(=O)c3ccco3)cc2)no1 (configuration not stated)
(29) O=C(CCSc1nc(-c2ccco2)cc(C(F)(F)F)n1)NCCc1ccccc1
(28) CN(C)CCNC(=O)C1CCN(S(=O)(=O)c2ccc3ccccc3c2)CC1
(30) Cc1[nH]c2ccccc2c1C(c1ccncc1)N1CCN(c2ccccn2)CC1 (configuration not stated)
(22) COc1cc2[nH]c3c(N4CCC(C(N)=O)CC4)ncnc3c2cc1OC
(16) O=C1N=c2ccccc2=C1c1sc(Nc2cccc(O)c2)nc1O
entry no.	20	24	29	28	30	22	16
AI-2 QS modul	23	18	23	-12	3	14	-2
MrgX1 antagonist	i	-5*	i	i	i	i	i
HIF act	-0.5	3.5	0.9	1.1	-0.5	-0.2	2.0
TRPC4 inh	i	i	i	i	i	i	i
MrgX1 PAM	i	i	i	i	i	i	i
TRPC4 act	i	i	i	i	49*	i	i
TRPC6 activator	i	i	i	i	i	i	i
MrgX1 agonist	i	i	i	i	i	i	i
PolyA inh	i	i	i	i	i	i	i
TRPC6 inh	i	i	i	i	i	i	i
TRPC4 potent	i	i	i	i	i	i	i

(27) O=C(O)CCCn1ccc2cc(S(=O)(=O)N3CCCC3)ccc21
(18) COc1ccc(/C=C/C2=CCN(Cc3ccc(OC)cc3)CC2)cc1
(15) CC(C)Oc1ccc(C(=O)NC2CCSc3ccccc32)cc1 (configuration not stated)
(19) O=c1cc(C(F)(F)F)nc(-n2[nH]c3c(c2=O)CCCC3)[nH]1
(25) CCCn1nnnc1NC(=O)c1ccc(C)cc1Cl
(14) Cc1nc(-c2cccc(NS(C)(=O)=O)c2)cs1
(17) CCc1ccc2nc3nc(C)cc(C)c3c(N)c2c1
entry no.	27	18	15	19	25	14	17
AI-2 QS modul	38	14	4	29	32	7	13
MrgX1 antagonist	i	i	i	i	i	i	i
HIF act	-0.2	-0.1	1.0	-0.1	0.2	0.1	0.9
TRPC4 inh	i	i	i	i	i	i	-6*
MrgX1 PAM	i	i	i	i	i	i	i
TRPC4 act	i	i	i	i	i	i	i
TRPC6 activator	i	i	i	i	i	i	i
MrgX1 agonist	i	i	i	i	i	i	i
PolyA inh	i	i	i	i	i	i	i
TRPC6 inh	i	i	i	i	i	i	i
TRPC4 potent	i	i	i	i	i	i	i

(cont.)
(31) O=P(c1ccccc1)(c1ccccc1)N(c1ccccc1)c1ccccc1
(32) Cn1c(=O)c2sccc2n2c(CCCC(=O)NCCc3ccccc3)nnc12
(33) Cc1ccccc1N/N=C/c1ccc(C#N)cc1
(34) CCCOc1ccc(-c2c(C(=O)N/N=C/c3ccc(C)cc3)nnn2-c2nonc2N)cc1
(35) Cc1ccc(CNC(=O)c2c(-c3ccccc3Cl)noc2C)cc1
(36) O=C(CSc1nnc(NC(=O)c2ccccc2F)s1)NCc1ccc(F)cc1
(37) CC1(C(=O)N2CCN(c3ccc([N+](=O)[O-])cc3)CC2)CC1(Cl)Cl (configuration not stated)
entry no.	31	32	33	34	35	36	37
AI-2 QS modul	14	38	-1	88	-3	11	6
MrgX1 antagonist	i	i	i	i	i	i	i
HIF act	-0.2	-0.4	0.2	-0.3	-14	1.4	0.1
TRPC4 inh	i	i	i	i	i	i	i
MrgX1 PAM	i	i	i	i	i	i	i
TRPC4 act	i	i	i	i	i	i	i
TRPC6 activator	i	i	i	i	i	i	i
MrgX1 agonist	i	i	i	i	i	i	i
PolyA inh	i	i	i	i	i	i	i
TRPC6 inh	i	i	i	i	i	i	i
TRPC4 potent	i	i	i	i	i	i	i
